# KLK7 zymogen act = activates the human kallikrein-7 zymogen; activation, % at 7 µM; AID 652039; 370,000 compounds, 0.9% hits; purified proKLK7, EDANS-DABCYL substrate fluorescence; 100% is mature enzyme control, 0% vehicle; P49862;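 active = activation above the mean of all tested compounds plus 3 SD, computed per campaign excluding outliers beyond control limits, cut at about 13% in these data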
# DDE Tn7 FP inh = inhibitors of Tn7 peptide binding to human fibrin DD(E); P02675; FP displacement of FITC-Tn7 peptide from fibrin DD(E); 0% = median of compound wells per plate; inhibition, % at 8.3 µM; 370,000 compounds, 0.13% hits;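 active = inhibition above the mean of compounds falling within the control limits plus 3 SD of them, cut at about 14% in these data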;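 note: 0% = plate median of compound wells and 100% = 10 µM Aha-Tn7 peptide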
#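 Assay system: Human fibrin DD(E) protein | Medium: Tris buffer with calcium and detergent, pH 7.8 | Reagent: 0.1 µM fluorescent Tn7 | Compound dosing: Single point at 8.3 µM | Times: 10 min preincubation, 3 h with tracer, room temperature | Detection: Fluorescence polarization of the labelled Tn7 tracer | Controls: Aha-Tn7 high control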
# UHRF1 binding = UHRF1 methyl-DNA binding inhibition; Q96T88; UHRF1 binding to methylated oligo, TR-FRET; inhibition, % at 4.4 µM; 370,000 compounds, 0.75% hits; AID 687016; in the data active = inhibition above about 21%;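 note: UHRF1 SRA domain binding a hemimethylated CpG hairpin DNA probe; 0% = median of test compound wells and 100% = reference inhibitor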
# ASAP1 inh = ASAP1 ArfGAP inhibition; ASAP1-stimulated ARF1 GTP hydrolysis, GDP FP detection; AID 624377; Q9ULH1; inhibition, % at 16.5 µM; 360,000 compounds, 0.19% hits; in the data active = inhibition above about 25%;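 note: 0% = vehicle with enzyme and substrate and 100% = no enzyme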
# PLC-beta3 inh = blocks human PLC-beta3 enzyme activity. Q01970. Purified PLC-beta3, fluorogenic substrate, fluorescence. inhibition, % at 12.2 µM. 370,000 compounds, 0.18% hits. AID 720704; in the data active = inhibition above about 11%;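 note: 0% = median of compound wells on plate and 100% = full blocker control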
# Rev-erbA mod = modulators of human Rev-erb alpha DNA binding; P20393; AID 1259318; 370,000 compounds, 0.79% hits; activity, % at 10 µM; Rev-erbα–FITC-DNA binding, fluorescence polarization, 90 min;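 active = activity above about 14%, limit read from the data; passing the limit was not always enough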;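 note: 0% = DMSO wells with 35 nM protein and 100% = DMSO wells with 750 nM protein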
# ARFGAP1 inh = rat ARFGAP1 inhibition; Q62848; Arfgap1-stimulated ARF1 GTP hydrolysis, GDP FP detection; inhibition, % at 16.5 µM; 360,000 compounds, 0.26% hits;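 active = inhibition above a per-plate limit, mean inhibition of low control wells plus 3 SD, cut at about 25% in these data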;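 note: 0% = DMSO wells with enzyme and 100% = wells lacking Arfgap1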
#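 System: truncated rat Arfgap1 GAP domain / Benchmarks: high control wells lacking Arfgap1, low control full reaction with DMSO / Times: compound-enzyme preincubation 20 min, reaction 120 min, detection 60 min, 25 °C / Repeats: one replicate per compound / Also added: human ARF1(Δ1-17)-GTP substrate / Measured by: Tracer-displacement fluorescence polarization with EDTA stop, 620/688 nm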
# HGIII-sPLA2 inh = Blocks human group III sPLA2 activity; Q9NZ20; QFRET BODIPY PC-A2 liposome hydrolysis, fluorescence; inhibition, % at 12.2 µM; 370,000 compounds, 0.56% hits;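 active = inhibition above mean plus 3 SD of compounds lying within the high and low control bounds, cut at about 19% in these data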;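 note: 0% = median of test compound wells and 100% = no enzyme DMSO wells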
# PLCg1 inh = inhibitors of human phospholipase C gamma1; 370,000 compounds, 0.84% hits; inhibition, % at 12.2 µM; AID 720700; P19174; purified PLC-gamma1, fluorogenic substrate, fluorescence; in the data active = inhibition above about 9.5%
# Target sequence (P19174 whole entry, looked up): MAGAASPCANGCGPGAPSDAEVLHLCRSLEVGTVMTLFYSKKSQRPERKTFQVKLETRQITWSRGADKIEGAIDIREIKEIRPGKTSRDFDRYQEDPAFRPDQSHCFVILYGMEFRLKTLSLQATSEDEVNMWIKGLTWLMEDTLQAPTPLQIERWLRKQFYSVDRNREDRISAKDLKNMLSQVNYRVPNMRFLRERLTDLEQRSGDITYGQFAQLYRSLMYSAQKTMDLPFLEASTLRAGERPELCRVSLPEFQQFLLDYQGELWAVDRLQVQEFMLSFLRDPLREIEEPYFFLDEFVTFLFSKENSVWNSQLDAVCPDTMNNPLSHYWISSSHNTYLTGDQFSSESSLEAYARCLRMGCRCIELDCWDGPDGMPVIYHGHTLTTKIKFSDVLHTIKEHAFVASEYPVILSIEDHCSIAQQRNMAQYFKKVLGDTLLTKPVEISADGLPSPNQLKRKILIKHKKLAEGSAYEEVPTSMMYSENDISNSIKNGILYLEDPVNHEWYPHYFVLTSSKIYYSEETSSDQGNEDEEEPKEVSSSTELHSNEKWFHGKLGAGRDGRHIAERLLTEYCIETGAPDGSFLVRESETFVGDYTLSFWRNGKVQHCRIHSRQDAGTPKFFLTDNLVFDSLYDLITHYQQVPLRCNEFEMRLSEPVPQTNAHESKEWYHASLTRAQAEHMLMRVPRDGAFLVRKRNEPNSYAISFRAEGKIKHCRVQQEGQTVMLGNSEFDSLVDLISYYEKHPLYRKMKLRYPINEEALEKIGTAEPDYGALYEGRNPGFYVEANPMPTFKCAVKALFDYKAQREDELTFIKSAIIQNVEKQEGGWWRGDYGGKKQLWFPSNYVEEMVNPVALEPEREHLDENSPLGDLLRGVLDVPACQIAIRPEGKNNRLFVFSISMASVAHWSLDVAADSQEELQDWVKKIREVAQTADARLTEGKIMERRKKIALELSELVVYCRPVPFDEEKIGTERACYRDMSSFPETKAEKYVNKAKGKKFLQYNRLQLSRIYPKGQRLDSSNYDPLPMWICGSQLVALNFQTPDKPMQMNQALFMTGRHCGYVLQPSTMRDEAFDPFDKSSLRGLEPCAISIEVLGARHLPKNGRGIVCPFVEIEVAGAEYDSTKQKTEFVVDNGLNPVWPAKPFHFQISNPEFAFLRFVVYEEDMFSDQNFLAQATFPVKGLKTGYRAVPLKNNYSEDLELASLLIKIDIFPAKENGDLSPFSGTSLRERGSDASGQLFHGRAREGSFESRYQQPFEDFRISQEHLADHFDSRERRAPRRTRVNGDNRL
# Tn6 DDE FP = disrupts Tn6 cyclic peptide binding to fibrin D-Dimer-E complex. inhibition, % at 8.3 µM. Fibrin DD(E) TRITC-Tn6 fluorescence polarization displacement. AID 720509. 370,000 compounds, 0.21% hits;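 active = inhibition above a per-campaign cutoff: mean of compounds within control limits plus 3 SD, cut at about 15% in these data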;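 note: 0% = median of all compound wells on the plate and 100% = blocking peptide control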
# * hit, by the source's call; i = inactive; · = not tested or not shown. This is a random part of the collection; any-hit rate near 4.5%.
# Sequence of screens: KLK7 zymogen act, DDE Tn7 FP inh, UHRF1 binding, ASAP1 inh, PLC-beta3 inh, Rev-erbA mod, ARFGAP1 inh, HGIII-sPLA2 inh, PLCg1 inh, Tn6 DDE FP
(1) COc1ccc(OCCNC(=O)/C=C/c2ccc([N+](=O)[O-])cc2)cc1
→ 0.0, -11, -4, -3, 3, -3, 1, 2, 0, -1
(2) Cc1cccc(NC(=O)COc2ccc(Br)cc2)n1
→ -0.3, -4, 0, -15, 1, -4, 0, -5, -1, -1
(3) COc1ccc2sc(-c3ccc(S(C)(=O)=O)cc3)c(C(=O)NCCCN3CCCC3=O)c2c1
→ 3.0, 4, 4, 0, -83, 2, -3, 7, -61, -1
(4) COc1cccc(NC(=O)c2ccc(CN3CCN(c4ccccc4)CC3)cc2)c1
→ -0.1, 12, 4, 9, 1, -2, -8, -4, 5, -5
(5) Cc1ccccc1C(=O)NC1CCCCN(C(C)C)C1=O (stereo unspecified)
→ -0.3, -6, 0, ·, 3, 2, ·, 4, 1, 2
(6) Cc1ccc(C)n1C(CC(=O)O)c1ccc(C#N)cc1 (stereo unspecified)
→ 0.8, 0, 95*, 7, -28, -2, -5, -3, -31, -8
(7) CC1CCN(S(=O)(=O)c2ccc(NC(=O)CSc3ncccc3C(=O)O)cc2)CC1
→ -0.4, 9, 0, 5, 2, -6, 1, -19, 1, 4
(8) CC(=O)Cn1cnc2c(cnn2-c2ccc(C)c(C)c2)c1=O
→ 0.1, -2, 2, 4, -3, 1, 1, -7, 2, 0
(9) COCCNC(=O)c1cc2c(c(-c3cccc(C#Cc4ccc(OC)c(OC)c4)c3)n1)[C@H](CCO)N(S(=O)C(C)(C)C)C2 (stereo partly specified)
→ 0.4, 0, 5, 3, -30, -2, -8, -12, -19, 1
(10) O=[N+]([O-])c1cccc(COc2ncnc3cc([N+](=O)[O-])ccc23)c1
→ -0.6, -7, -1, -3, -14, -1, -6, 1, -10, -4
(11) O=c1cc(CSc2ccc(Cl)cc2)nc(-c2ccccn2)[nH]1
→ 0.5, 6, -4, -13, -4, 1, -5, -9, -1, 6
(12) O=C(O)/C=C/C(=O)Nc1ccc2c(c1)NC(=O)CO2
→ -0.1, 3, -6, 1, 0, 4, 6, 4, -5, 5
(13) Cc1cc(Br)c(NC(=O)CCl)c(Br)c1
→ -1.1, 1, 2, -4, 4, -5, -19, 4, 0, 1
(14) CCCCN(C(=O)c1cc(S(=O)(=O)N2CCCCCC2)ccc1OC)c1c(N)n(CCC)c(=O)[nH]c1=O
→ 0.4, -5, 1, -4, 6, -2, 6, 4, 5, 0
(15) O=C(CCl)Nc1cccc(S(=O)(=O)NC2=NCCC2)c1
→ 0.1, 3, 12, 5, -5, 12, 8, 9, 8, -1
(16) CCOc1ccc(CCNS(=O)(=O)c2cn(C)cn2)cc1OCC
→ -0.5, -2, 2, -10, -12, -6, 1, 7, -2, 6
(17) CCCCC(=O)OCC(=O)c1[nH]c(C)c(C(C)=O)c1C
→ -0.8, 1, 3, 2, -5, -4, 4, 8, -1, -3
(18) Cc1cc(Br)cn2c(Cc3cccc(F)c3)c(-c3ccccc3)nc12
→ -0.1, -1, 0, 1, -8, 8, 5, -18, -4, 2
(19) O=C(Nc1ccccc1)C1C(c2ccccc2)C1(Cl)Cl (stereo unspecified)
→ -0.6, -1, 1, -5, -8, -11, 13, -10, 0, -1
(20) CC1CCN(C(=O)c2ccc(SCc3ccccc3F)c([N+](=O)[O-])c2)CC1
→ 0.2, -4, -2, 9, 0, 4, 5, 2, 0, 0

# Five compounds out of the list above, ordered by the value under ARFGAP1 inh, lowest first:
# Sequence of screens: KLK7 zymogen act, DDE Tn7 FP inh, UHRF1 binding, ASAP1 inh, PLC-beta3 inh, Rev-erbA mod, ARFGAP1 inh, HGIII-sPLA2 inh, PLCg1 inh, Tn6 DDE FP
(4) COc1cccc(NC(=O)c2ccc(CN3CCN(c4ccccc4)CC3)cc2)c1
→ -0.1, 12, 4, 9, 1, -2, -8, -4, 5, -5
(11) O=c1cc(CSc2ccc(Cl)cc2)nc(-c2ccccn2)[nH]1
→ 0.5, 6, -4, -13, -4, 1, -5, -9, -1, 6
(3) COc1ccc2sc(-c3ccc(S(C)(=O)=O)cc3)c(C(=O)NCCCN3CCCC3=O)c2c1
→ 3.0, 4, 4, 0, -83, 2, -3, 7, -61, -1
(16) CCOc1ccc(CCNS(=O)(=O)c2cn(C)cn2)cc1OCC
→ -0.5, -2, 2, -10, -12, -6, 1, 7, -2, 6
(12) O=C(O)/C=C/C(=O)Nc1ccc2c(c1)NC(=O)CO2
→ -0.1, 3, -6, 1, 0, 4, 6, 4, -5, 5

# Returning to the listing, starting three compounds before the break.
# Sequence of screens: KLK7 zymogen act, DDE Tn7 FP inh, UHRF1 binding, ASAP1 inh, PLC-beta3 inh, Rev-erbA mod, ARFGAP1 inh, HGIII-sPLA2 inh, PLCg1 inh, Tn6 DDE FP
(18) Cc1cc(Br)cn2c(Cc3cccc(F)c3)c(-c3ccccc3)nc12
→ -0.1, -1, 0, 1, -8, 8, 5, -18, -4, 2
(19) O=C(Nc1ccccc1)C1C(c2ccccc2)C1(Cl)Cl (stereo unspecified)
→ -0.6, -1, 1, -5, -8, -11, 13, -10, 0, -1
(20) CC1CCN(C(=O)c2ccc(SCc3ccccc3F)c([N+](=O)[O-])c2)CC1
→ 0.2, -4, -2, 9, 0, 4, 5, 2, 0, 0
(21) CCc1ccc(NC(=O)CSc2n[nH]c(C)c2[N+](=O)[O-])cc1
→ 1.8, -4, 0, 3, -1, -8, 5, -32, 0, 2
(22) Cn1c(SCC(=O)NCc2ccco2)nc2ccccc2c1=O
→ 0.1, -2, -2, 2, 0, 0, 1, 3, 5, -4
(23) CCOC(=O)c1c(-c2ccccc2)oc2ccc(OCC(O)CNCCN(C)C)cc12 (stereo unspecified)
→ -6.0, -2, -1, -1, i, -2, 12, -8, -376, 11
(24) Cc1ccc(C)c(C(=O)C(C)OC(=O)c2cccn2C)c1 (stereo unspecified)
→ -0.2, 5, -3, 2, -4, -3, 3, -4, 0, -6
(25) Cc1cc(C(=O)N/N=C/c2cc(Br)c(Br)o2)n[nH]1
→ 0.1, -1, -1, -3, -8, -6, 2, 0, -4, -2
(26) O=C(NCCc1cccc(Cl)c1)c1ccc2c(c1)OCO2
→ 0.1, 6, -3, -3, -11, 4, 6, 2, -3, -3
(27) O=C(O)C1C2C=CC3(CN(CC(O)COc4ccccc4)C(=O)C13)O2 (stereo unspecified)
→ -0.1, -4, 1, 7, 2, 1, -7, 2, -1, 8
(28) O=C(COc1ccc2c(c1)CCC2)N1CCN(c2ccccc2F)CC1
→ -0.6, 5, -3, 7, -3, -9, -4, 4, -3, -7
(29) COCCCNC(=O)Cn1cc(/C=C(\C#N)C(=O)NC2CCCC2)c2ccccc21
→ -5.1, -1, 3, 13, -15, -3, 8, 13, -7, -10
(30) COc1ccccc1/C=C(\NC(=O)c1ccccc1)C(=O)NCc1ccco1
→ 0.9, 1, -2, 12, -1, 9, 6, 0, -2, 1
(31) O=C(O)CNC(=O)/C(=C/c1ccco1)NC(=O)/C=C/c1ccccc1
→ -0.1, 1, -1, -13, 1, 1, 3, 4, 1, 2
(32) CCOC(=O)c1ccc(NC(=S)N(CCN(C)C)Cc2cccs2)cc1
→ 0.7, 6, -4, 0, -5, -2, 0, -2, 0, 7
(33) Cc1ccccc1NC(=O)Cc1nc(COC(=O)CSc2ccccc2)cs1
→ -0.1, -1, -4, 8, -7, -3, 8, -49, -3, -3
(34) Cc1nc2c3c(sc2c(=O)[nH]1)NC(=O)CC3c1ccccc1Cl (stereo unspecified)
→ 0.6, 5, 1, -1, -7, 0, 4, 9, 1, 1
(35) Cc1ccc(/C=N/NC(=O)c2cccc(S(=O)(=O)Nc3ccccc3Cl)c2)o1
→ 0.7, 8, -2, -15, -7, -2, 10, -3, -6, 1
(36) COc1cc(OC)nc(Oc2cc(C=O)ccc2OC)n1
→ 0.0, -8, 1, 1, -3, 2, 5, 5, 4, -8
(37) Nc1nc2c(ncn2[C@@H]2O[C@H](CNCc3ccc(F)c(N4CCOCC4)c3)[C@@H](O)[C@H]2O)c(=O)[nH]1
→ 0.3, -6, -2, 5, 3, -2, 2, 12, -3, 0
(38) Cc1ccc([N+](=O)[O-])cc1NC(=O)CN(C1CCCCC1)S(=O)(=O)c1ccc(Cl)cc1
→ 0.2, 3, -1, -15, 3, -1, 14, -10, 0, -1
(39) NC(=O)NOCc1ccccc1F
→ -0.7, -10, 0, 9, 2, -7, 4, 0, 0, 1
(40) CC1(C)C(=O)OC(c2c(F)c(F)c(F)c(F)c2F)C2(CCCCC2)C1=O (stereo unspecified)
→ -0.1, -9, 0, -6, 1, -3, 1, -3, 1, 0
(41) Cc1ccc(C(=O)OCCN2CCN(c3ncc(C(F)(F)F)cc3Cl)CC2)cc1
→ 0.6, -4, -4, 10, 2, -1, -7, -3, 1, 3
(42) CCC12CN(S(=O)(=O)c3ccc(C)cc3)CC(CC)(CN(S(=O)(=O)c3ccc(C)cc3)C1)C2=O
→ 0.0, 2, 1, -1, 10, 0, -7, 4, 4, 1
(43) CN(C)C(=O)C(=O)c1cccn1-c1cccc(Cl)c1C#N
→ -0.9, 8, 5, 17, 0, 4, -2, 5, -1, 1
(44) CCCCNC(=O)c1ccc(/C=C2\Oc3ccccc3N(C)C2=O)cc1
→ -6.4, 3, 0, -4, -216, -2, -8, 5, -147, 2
(45) CCCCCCSc1cc(-c2nc3ccc(C)cn3c2NCc2ccccc2)ccc1OC
→ -10, -4, -2, 0, i, -1, 2, -9, i, 5
(46) COc1ccc(C(=O)CSc2ccc(-c3ccccc3)nn2)cc1
→ -0.2, -12, -1, 5, 3, 1, 12, -61, 3, -2
(47) Clc1ccccc1-c1nnc(-c2ccc3c(c2)OCO3)o1
→ -0.9, 1, 2, 0, -184, -4, 9, 3, -126, 8
(48) CCOc1ncccc1C(=O)OCc1nnc(-c2ccccc2)o1
→ 0.0, 5, -2, 2, 2, 6, 1, -6, -1, 6
(49) Cc1cccc(-n2c(O)c(C=NCCCN3CCOCC3)c3ccccc3c2=O)c1
→ 2.5, 1, 4, 19, -71, 6, -6, 5, -49, 1
(50) O=C(OCc1cccc(F)c1)c1cc2ccccc2cc1O
→ 0.5, 1, 1, -14, -27, 4, -6, -7, -13, -1
(51) COc1ccc(C(=O)N/C(=C\c2ccccc2)C(=O)NCc2cccnc2)cc1
→ 0.2, 2, 4, -4, -18, 1, 25*, 5, -7, -5
(52) O=C(CSc1ccc(-c2cccc([N+](=O)[O-])c2)nn1)N1CCCCCC1
→ -0.5, -3, 5, 3, -2, -2, 1, 7, 0, -2
(53) CCOC(=O)c1[nH]c(C)c(C(=O)OC(C)C(=O)Nc2ncc(Cl)cc2Cl)c1C (stereo unspecified)
→ 0.1, -8, -3, -6, 2, -1, 1, 1, 1, -2
(54) COc1c(C)cccc1C(=O)NCc1ccc2c(c1)OCO2
→ -0.2, 6, 3, -4, -8, 1, 5, 2, -2, 1
